Screens from PubChem BioAssay.
KKLEB tox – CF airway cell cytotoxicity counter-screen. KKLEB CF airway cells viability, ATPlite luminescence, overnight; stronger effect = lower value; cells stimulated with P. aeruginosa culture filtrate. activity change (cytotoxicity), % at 5 µM. actives 0.36% (n = 360,000). AID 602141;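 active = corrected activity change at or below -50% at 5 µM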
EBV LMP1 NFkB – inhibitors of Epstein-Barr LMP1-induced NF-kappaB reporter; LMP1-induced NF-kappaB luciferase reporter cells, luminescence; inhibition, % at 12.5 µM; actives 0.69% (n = 350,000); AID 504558; in the data active = inhibition above about 41%;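 note: 0% = neutral control wells and 100% = reference inhibitor control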
NCOA3 inh – human NCOA3 inhibition. Q9Y6Q9. HEK293 GAL4-SRC3 luciferase reporter, luminescence. inhibition, % at 3.6 µM. actives 0.17% (n = 360,000);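 active = inhibition above a per-campaign cutoff, the mean of all compounds plus 3 SD, cut at about 60% in these data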;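 note: 0% = DMSO-treated cells and 100% = gossypol-treated cells at 36 µM; higher means less SRC3-driven luciferase light from the GAL4 reporter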
Shn3 inh set2 – Schnurri-3 reporter inhibition in Clone20 osteoblasts; Clone20 osteoblast Shn3 3'UTR firefly luciferase, 24 h; inhibition, % at 12.5 µM; actives 0.52% (n = 360,000);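 active = mean inhibition of at least 75% with every replicate also reaching 75%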;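 note: 0% = median of neutral control wells and 100% = pilot-screen positive control compound; some compounds past the cut are filed as inactive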
TWEAK-Fn14 inh – blocks TWEAK-Fn14 interaction in a reporter cell assay; TWEAK-stimulated Fn14 reporter cells, luciferase luminescence, 8 h; inhibition, % at 10 µM; actives 2% (n = 360,000); AID 1159606; in the data active = inhibition above about 50%
TROY NFkB inh – blocks TROY-dependent signaling in reporter cells. Q293 LMP1-TROYcd NF-kB luciferase reporter, 4 h. inhibition, % at 10 µM. actives 0.98% (n = 360,000);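 active = compounds whose plate-normalised and pattern-corrected inhibition of the luciferase reporter signal at the single screening dose is 50% or more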
LRH-1 inv ag – NR5A2 inverse agonism in reporter assay; HEK293T StAR-luciferase reporter, LRH-1 transfected, 24 h; inhibition, % at 3.6 µM; actives 0.13% (n = 360,000); AID 602396; O00482;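 active = inhibition above the mean inhibition of all tested compounds plus 3 SD, cut at about 73% in these data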;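 note: 0% = DMSO wells and 100% = reporter-only cells lacking LRH-1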
NCOA1 inh – inhibitors of human steroid receptor coactivator 1 (SRC1). AID 588354. actives 0.12% (n = 360,000). inhibition, % at 3.6 µM. HEK293 GAL4-SRC1 luciferase reporter, luminescence;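 active = inhibition above the campaign mean plus 3 SD, with each screening campaign given its own cutoff, cut at about 60% in these data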;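 note: 0% = DMSO treated cells and 100% = gossypol at 36 µM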
CF NFkB inh – cystic fibrosis NF-kB activation inhibition. KKLEB NF-kB-GFP reporter, PAF-induced, GFP fluorescence overnight. AID 588850. actives 0.86% (n = 360,000). inhibition, % at 5 µM;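 active = at least 50% inhibition at 5 µM, scaled per plate between neutral and stimulator controls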;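 note: PAF is a Pseudomonas aeruginosa culture filtrate used as stimulus; plate controls were PAF-stimulated DMSO wells for no effect and unstimulated DMSO wells for full effect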
C8 TRAIL sens – caspase-8 TRAIL sensitization; NB7+C8 cells + TRAIL, ATPlite viability luminescence; inhibition (viability loss, TRAIL sensitization), % at 10 µM; AID 624354; actives 1% (n = 360,000);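 active = compounds causing at least 50% loss of cell viability in the single-dose screen, relative to plate controls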
NR2F2 inh – inhibitors of human COUP-TFII (NR2F2) | HEK293T NGFI-A luciferase reporter, luminescence | P24468 | actives 0.7% (n = 370,000) | inhibition, % at 8.6 µM;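 active = inhibition above a per-plate cutoff, mean inhibition of test wells between control levels plus 3 SD, cut at about 38% in these data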;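 note: cells cotransfected with COUP-TFII expression vector driving the NGFI-A reporter; 0% = median of COUP-TF2 test wells and 100% = reporter-only cells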
Numbers without * were called inactive; . = no result given.

cpd | Structure | KKLEB tox | EBV LMP1 NFkB | NCOA3 inh | Shn3 inh set2 | TWEAK-Fn14 inh | TROY NFkB inh | LRH-1 inv ag | NCOA1 inh | CF NFkB inh | C8 TRAIL sens | NR2F2 inh
1 | OCCN(CCO)c1cc2c3ccccc3ccc2c2ccccc12 | -7.9 | 0.0 | 1.0 | 0.2 | 99.2* | 51.5* | 25.9 | -15.6 | -13.5 | -2.1 | 11.4
2 | CCOc1ccc(/C=C2\CCC(C3CCCC3)C2=O)cc1OC (stereo not drawn) | -4.8 | -14.6 | -6.0 | 15.9 | -20.2 | -48.7 | -4.6 | -47.1 | -7.7 | -4.7 | 12.5
3 | COc1cccc(C2=NOC(C(=O)Nc3ccc4c(c3)OCO4)C2)c1OC (stereo not drawn) | -12.1 | 15.9 | -5.6 | 11.9 | 11.7 | -11.8 | -11.5 | -29.9 | -6.0 | -6.2 | 23.6
4 | O=C(CCC(=O)N1CCOc2ccccc21)NCCCN1CCCCC1 | 15.2 | -4.2 | -1.9 | -5.5 | -8.5 | -3.6 | -11.6 | 19.6 | -10.0 | -4.4 | -17.2
5 | COc1ccccc1NC(=O)CCN1C(=O)C2CC=CCC2C1=O (stereo not drawn) | -0.3 | -6.8 | 8.7 | 62.0 | -1.1 | -2.5 | 14.1 | 13.1 | 11.6 | -11.3 | -11.2
6 | CC1(c2nnc(Cc3ccccc3)o2)CC(c2ccc(F)cc2)=NO1 (stereo not drawn) | 0.5 | 1.6 | 10.1 | -13.7 | 8.8 | -10.5 | 13.6 | -9.9 | -19.6 | -22.2 | -12.4
7 | CCC(CC)NC(=O)Cc1ccc(F)cc1 | 10.1 | 10.0 | 15.2 | -13.6 | 3.9 | 1.3 | 6.5 | -5.6 | -20.8 | -9.0 | 0.4
8 | NC(=S)N/N=C/c1ccc(Br)o1 | -0.5 | 8.7 | 12.4 | 2.8 | -7.6 | -6.4 | 12.4 | -3.7 | -7.2 | 1.6 | -1.6
9 | Cc1ccc(NC(=O)CSc2nnc(C)n2CC2CCCO2)cc1 (stereo not drawn) | -2.6 | 2.2 | 11.9 | -7.4 | 1.2 | -36.3 | 7.4 | -1.4 | 8.0 | -2.2 | 2.2
10 | COc1ccc(/C=N/NC(=S)Nc2cc(C(F)(F)F)ccc2Cl)cc1 | 19.9 | . | 12.5 | . | -4.0 | 0.4 | 3.6 | -54.0 | -6.5 | -3.6 | -7.8
11 | CC(C)C[C@H]1CNC(=S)N1CC1CCCN1C[C@H](Cc1ccc(O)cc1)N1C[C@H](Cc2ccccc2)N(CC2CCCCC2)C1=S (stereo partly drawn) | 7.9 | 18.0 | 13.9 | 22.0 | 1.4 | 1.0 | 0.5 | 3.0 | -12.4 | 4.9 | 9.7
12 | O=C(CSc1nnc(-c2ccco2)n1Cc1ccco1)NCc1cccs1 | -2.2 | -0.3 | 11.7 | 2.6 | -7.1 | -11.8 | -11.3 | -27.6 | 9.9 | -0.3 | -0.8
13 | CC(=O)NC1C(=O)N(C)c2ccc(Br)cc21 (stereo not drawn) | 13.8 | 6.2 | -20.9 | -14.1 | 11.8 | -13.5 | 5.6 | 10.5 | -1.4 | -5.7 | 0.8
14 | CCNS(=O)(=O)c1ccc(C(=O)OCC(=O)N2CCCc3ccccc32)cc1 | -4.7 | -3.3 | 16.4 | 6.8 | -5.3 | -9.9 | -20.1 | -2.5 | -7.4 | 14.9 | 5.5
15 | Cc1cccc(S(=O)(=O)N2CCCc3ccccc32)c1 | 11.3 | 48.0* | 13.8 | 6.9 | 6.9 | -1.9 | -21.6 | 11.5 | 0.1 | -15.8 | 14.2
16 | CCNC(=O)C1(C)CCCN1C(=O)c1ccc(N(C)C)cc1 (stereo not drawn) | -14.1 | . | -7.5 | 3.0 | 2.9 | 1.8 | 3.1 | -3.8 | 18.0 | -4.5 | -2.8
17 | Cc1ccc(NS(=O)(=O)c2c(C)ccc3nsnc23)c([N+](=O)[O-])c1 | 11.6 | -8.5 | -5.4 | -10.2 | 23.6 | -0.5 | 11.2 | -4.0 | -22.9 | -2.4 | 3.3
18 | O=C(c1ccccc1)N1CCN(c2ccc([N+](=O)[O-])cc2-n2cccc2)CC1 | -2.7 | 2.3 | -6.2 | 6.0 | -17.4 | 11.7 | 10.0 | -18.4 | 19.1 | 13.8 | 8.6
19 | COc1cc(OC)cc(C(=O)NC(C(=O)NCCc2ccccn2)C(C)C)c1 (stereo not drawn) | 1.9 | 2.8 | 2.7 | 8.2 | -2.6 | -8.4 | 0.7 | -1.9 | 4.7 | -23.1 | 2.3
20 | O=S(=O)(Nc1ccccc1N1CCOCC1)c1ccccc1C(F)(F)F | -10.7 | -1.3 | 10.7 | 13.1 | 11.4 | 8.3 | 10.5 | -3.5 | 2.3 | 8.2 | 3.1
21 | Cc1ccc2c(c1)nnn2C1CCN(C(=O)NCc2ccccc2)CC1 | 4.9 | 1.7 | -0.2 | 2.0 | -17.2 | 20.5 | -6.4 | 9.3 | 6.2 | -0.2 | 6.9
22 | CCO/C=C1/C(=O)N(c2ccc(OC)cc2)C(=O)c2ccccc21 | 5.1 | -2.8 | 4.9 | -8.7 | -13.3 | -6.0 | 2.3 | -11.0 | 5.8 | -9.5 | 2.6
23 | Cc1cc(C)cc(-n2c(=O)c3ccccc3n(CC(=O)NCC3CCCO3)c2=O)c1 (stereo not drawn) | -1.1 | 4.2 | -5.6 | -0.2 | 44.5 | -5.8 | 11.6 | 5.9 | 5.8 | -11.3 | -2.3
24 | CCOC(=O)C1=C(O)C(=O)N(c2ccc(S(N)(=O)=O)cc2)C1c1ccc(OC)cc1OC (stereo not drawn) | 3.3 | 0.2 | -11.8 | -10.8 | 2.4 | 11.8 | -0.1 | -13.6 | -8.0 | 3.0 | 16.0
25 | COc1cccc(C2CCCCN2Cc2nc(-c3ccc(C)o3)oc2C)c1 (stereo not drawn) | 11.1 | -0.7 | -12.4 | 3.7 | -8.9 | -13.9 | 0.2 | -8.8 | -12.9 | 2.0 | 6.7
26 | O=C(NNc1ncc(C(F)(F)F)cc1Cl)c1ccc(Cl)c(Cl)c1 | 4.5 | 4.9 | 10.8 | . | 3.8 | 0.6 | 5.9 | 7.1 | -7.5 | 10.5 | 4.6
27 | Cc1cc(C)nc(N2CCN(c3nc(-c4ccccc4)nc4c3oc3ccccc34)CC2)n1 | -15.1 | 1.8 | -6.2 | -7.0 | 10.7 | 4.7 | 0.7 | 7.3 | 3.9 | -23.9 | -7.5
28 | COc1ccc(NC(=O)CSc2nncn2C)c([N+](=O)[O-])c1 | -0.8 | -5.6 | -13.1 | -6.1 | -0.6 | 3.8 | 47.8 | -6.1 | -5.3 | -3.3 | 15.4
29 | CCCCN1C(=N)N([C@@H](C)CN2CCC[C@H]2CN2C(N)=NC[C@H]2C(C)C)C[C@H]1[C@H](C)CC | -4.7 | -2.6 | -15.2 | -18.4 | -1.7 | 3.5 | -13.9 | -17.8 | 17.9 | 10.1 | -32.7
30 | Cc1ccc(S(=O)(=O)N2CCC(NC(=O)OC(C)C)CC2)cc1 | 10.4 | -0.6 | 4.8 | 20.3 | 6.5 | 1.3 | -11.3 | -3.1 | 9.6 | -3.2 | -31.5
31 | O=C(Nc1cccc(NC(=O)c2ccccc2[N+](=O)[O-])c1)c1ccccc1Cl | -6.1 | -4.9 | 11.1 | 6.4 | -3.5 | 16.1 | -9.4 | 13.2 | -3.0 | 2.4 | -1.5
32 | Cc1ccc(NC(=O)C2CCCN2C(=O)OCc2ccccc2)cc1F (stereo not drawn) | 0.9 | -4.9 | 6.0 | 5.3 | -14.4 | -11.1 | -13.5 | -5.3 | -7.6 | 18.4 | -5.6
33 | Cc1ccsc1C(=O)NNC(=S)NC1CCCCC1 | 1.4 | -16.2 | -52.8 | -11.1 | -19.5 | -24.6 | -28.8 | -36.2 | -18.6 | 8.2 | 16.6
34 | CCCCn1c(N)c(N(CC)C(=O)COc2ccc(C#N)cc2)c(=O)[nH]c1=O | -7.3 | -3.2 | -14.5 | -9.2 | 18.8 | -2.0 | -1.9 | 11.7 | 13.0 | -8.7 | -4.0
35 | O=C(CCC1N=C2c3ccccc3N=C(SCc3ccc(F)cc3)N2C1=O)NCc1ccco1 (stereo not drawn) | 6.2 | -1.5 | 19.7 | 11.2 | -4.3 | -14.5 | -23.8 | -9.2 | 7.8 | -5.1 | 15.2
36 | O=C(Nc1cccc2ncccc12)c1ccc(-c2ccc(Br)cc2)o1 | 13.8 | -12.5 | 0.8 | 10.4 | 33.7 | 2.1 | 11.9 | -3.8 | -34.3 | 2.4 | 13.1
37 | CCCc1nc2c(sc3nc4c(cc32)COC(C)(C)C4)c(=O)n1CCN(C)C | -13.9 | -2.3 | 18.9 | 6.2 | -12.6 | 0.9 | -7.2 | -11.5 | -12.0 | 2.7 | 14.3
38 | N#Cc1c(-c2ccco2)cc(-c2cccnc2)nc1N | 17.7 | 0.9 | 17.9 | -10.6 | -12.7 | -28.1 | 0.1 | -6.6 | -38.6 | 0.5 | 5.5
39 | Cc1nc(SCC(=O)N2CC(=O)Nc3ccccc32)c2c(C)c(C)sc2n1 | 9.3 | 8.8 | -11.2 | -5.9 | 19.9 | 24.4 | -13.1 | -1.8 | -16.7 | -3.3 | 4.7
40 | CC(=O)c1cccc(S(=O)(=O)NCC(c2ccco2)N2CCCCC2)c1 (stereo not drawn) | -2.3 | 3.0 | 8.4 | 17.3 | 12.4 | -34.8 | -4.2 | -13.6 | 7.5 | 7.9 | 6.0

2 entries from above, with two lines to a compound:
Every second line gives: KKLEB tox | EBV LMP1 NFkB | NCOA3 inh | Shn3 inh set2 | TWEAK-Fn14 inh | TROY NFkB inh | LRH-1 inv ag | NCOA1 inh | CF NFkB inh | C8 TRAIL sens | NR2F2 inh
39	Cc1nc(SCC(=O)N2CC(=O)Nc3ccccc32)c2c(C)c(C)sc2n1
→ 9.3 | 8.8 | -11.2 | -5.9 | 19.9 | 24.4 | -13.1 | -1.8 | -16.7 | -3.3 | 4.7
40	CC(=O)c1cccc(S(=O)(=O)NCC(c2ccco2)N2CCCCC2)c1 (stereo not drawn)
→ -2.3 | 3.0 | 8.4 | 17.3 | 12.4 | -34.8 | -4.2 | -13.6 | 7.5 | 7.9 | 6.0

The listing continues.
cpd | Structure | KKLEB tox | EBV LMP1 NFkB | NCOA3 inh | Shn3 inh set2 | TWEAK-Fn14 inh | TROY NFkB inh | LRH-1 inv ag | NCOA1 inh | CF NFkB inh | C8 TRAIL sens | NR2F2 inh
41 | COc1ccc(NC2CCCN(C(=O)CSc3ccncc3)C2)cc1 (stereo not drawn) | 32.9 | -4.7 | 3.4 | -1.1 | -7.7 | 11.0 | 13.7 | 12.2 | -24.6 | 5.8 | 9.8
42 | O=C(Nc1cccc(S(=O)(=O)N2CCOCC2)c1)C1=NN(c2ccccc2)C(=O)CC1 | 9.7 | -3.6 | 8.3 | -12.3 | 1.8 | -20.2 | 16.3 | 0.8 | -11.0 | 5.2 | 2.7
43 | COc1ccc(CNC(=O)CCn2ccc3cc(S(=O)(=O)N4CCCC4)ccc32)cc1 | 2.1 | -12.1 | -0.5 | -42.4 | -8.2 | 1.4 | 23.4 | 1.3 | 9.7 | -14.9 | -12.8
44 | Cc1c(CN(C)C(=O)CSc2nc(-c3ccco3)cc(C(F)(F)F)n2)cnn1C | -4.5 | 8.5 | -8.0 | 20.6 | -7.4 | -17.5 | -5.9 | 3.2 | 7.4 | -8.5 | 11.2

An excerpt, so the mix of outcomes need not match the whole.
